# Bioassay records: PubChem, National Center for Advancing Translational Sciences (NCATS)
# 12-LOX inh = Primary qHTS assay for inhibitors of human arachidonate 12S-lipoxygenase (ALOX12): Round 2. Polyunsaturated fatty acid lipoxygenase ALOX12 (Homo sapiens), P18054. purified 12hLO, xylenol orange hydroperoxide absorbance. Potency, µM (titrated, usually from 108 µM), without a hit: at the top dose activity change, negative = inhibition, hits mostly inhibitors. actives 1.1% (n = 580,000). AID 1671190, 2021; active means well fitted inhibition curve with a large enough effect; inconclusive means small, poorly fitted or top-dose-only effect, or another doubt; inactive means no such curve, though single readings can be large or run the other way
# Target sequence (P18054 whole entry, looked up): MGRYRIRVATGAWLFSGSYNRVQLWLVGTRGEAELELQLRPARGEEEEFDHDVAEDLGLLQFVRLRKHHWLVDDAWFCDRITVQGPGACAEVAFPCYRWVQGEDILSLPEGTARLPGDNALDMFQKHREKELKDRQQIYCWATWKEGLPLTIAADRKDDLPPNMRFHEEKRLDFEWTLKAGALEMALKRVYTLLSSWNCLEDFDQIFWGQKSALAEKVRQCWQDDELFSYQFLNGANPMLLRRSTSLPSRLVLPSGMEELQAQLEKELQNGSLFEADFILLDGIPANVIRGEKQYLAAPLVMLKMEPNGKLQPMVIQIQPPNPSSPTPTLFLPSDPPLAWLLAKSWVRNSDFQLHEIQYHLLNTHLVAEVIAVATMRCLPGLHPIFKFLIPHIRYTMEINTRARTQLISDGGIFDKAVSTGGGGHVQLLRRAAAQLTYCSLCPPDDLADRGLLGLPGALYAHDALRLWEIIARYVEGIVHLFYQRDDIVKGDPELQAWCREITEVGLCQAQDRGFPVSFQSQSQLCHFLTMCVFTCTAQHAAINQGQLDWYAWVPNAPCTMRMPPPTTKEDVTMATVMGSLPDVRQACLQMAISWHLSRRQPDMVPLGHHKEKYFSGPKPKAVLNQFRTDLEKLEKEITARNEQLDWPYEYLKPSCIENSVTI
#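 Purified human 12hLO at 150 nM in 25 mM Hepes, 0.01% Triton X-100, pH 7.0, preincubated 15 min at room temperature with compound. Reaction started with 40 uM arachidonic acid, 30 min at room temperature. Hydroperoxide measured by Fe-xylenol orange, 573/405 nm absorbance ratio.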
# The depositor's hits bear a star; u = inconclusive; ! = a repeat was not active; [ ] = remark or other dose. On the % scale 0 is the no-effect control and ±100 the full control effect; potency means the concentration at half of the fitted maximal effect.
cpd	mol	12-LOX inh
1	COc1ccc(Cn2c(C3CCN(C(=O)c4ccc(F)cc4)CC3)n[nH]c2=O)cc1	-13%
2	Fc1cc(F)cc(Cc2nc3nccc(-c4cccs4)n3n2)c1	19%
3	CC1(C)CN(C(=O)c2ccc(CSc3ccccn3)cc2)CC1(C)O (centres undefined)	-5%
4	Oc1ccc(C2(c3ccc(O)cc3)CCCC2)cc1	35µM*
5	OCC1(O)CCCN(Cc2cnc(NCc3ccccc3)nc2)C1 (centres undefined)	-13%
6	Cc1cc(=O)n(CC(=O)Nc2ccc(C(C)C)cc2)c(N2CCc3ccccc3C2)n1	u
7	O=C(c1ccccc1F)N1CCn2c(nnc2-c2ccccc2)C1	15%[176 µM]
8	CCOc1ccc(-n2nnc3c(=O)n(Cc4nc(-c5ccc(SC)cc5)no4)cnc32)cc1	-11%
9	CC1(C(=O)N2CC=C(c3ccccc3)CC2)CCCCC(=O)N1 (centres undefined)	44%[activator]
10	CC(=O)c1csc(NC(=O)Cc2ccc(OCc3c(C)noc3C)cc2)n1	17%
11	COc1ccccc1-c1cccc(C(=O)NC(C)Cc2cc(C)[nH]n2)c1 (centres undefined)	38%[activator]
12	COc1ccc2c(=O)c(-c3cnn(-c4ccccc4)c3)c(C(F)(F)F)oc2c1	2%
13	CC(=O)c1cc(CN2CCCn3nc(CNC(=O)C4CCC4)cc3C2)cs1	9%
14	COc1cc(=O)n2c(c1C(=O)NCc1ccco1)CCN(Cc1ccc(F)cc1Cl)CC2	0%
15	O=C(Cc1csc(-c2ccccc2)n1)N1CCCC(c2ccn[nH]2)C1 (centres undefined)	9%
16	Cc1ccc2oc(=O)cc(CN(C)CCO)c2c1	-36%
17	CN(C)S(=O)(=O)c1cc(C(=O)NCc2ccc(N3CCCC3)nc2)ccc1Cl	17%
18	CC(C)(C)C(=O)NCCC(=O)NCc1cccc(NC(=O)C2CCCC2)c1	0%
19	COc1ccccc1N1CCN([C@H]2[C@@H]3OC[C@@H](O3)[C@@H](NCc3ccncc3)[C@@H]2O)CC1	92%[activator][176 µM]
20	O=C(c1ccccc1F)N1CCCC2(CNc3ccccc3[S+](=O)([O-])N2)C1 (centres undefined)	28%
21	O=C(O)/C=C/c1ccc2c(c1)OCCCO2	-23%
22	COc1cncc(Nc2cnc3ccc(-c4cccc(CO)c4)nn23)c1	2%[176 µM]
23	O=C1CCC2(CCCO2)CCN1Cc1cccc(C(F)(F)F)c1 (centres undefined)	25%
24	C=CCc1ccccc1OCCN(C)Cc1ccc(S(C)(=O)=O)cc1	18%
25	Cc1ccc(C(=O)NC2CCN(c3cnn(C)c(=O)c3)CC2)cc1F	55%[activator]
26	O=C(NC1CCN(c2cc(-c3cccs3)[nH]n2)C1)c1ccc(Br)o1 (centres undefined)	69%[activator]
27	O=C1COCC2(CN1Cc1ccccc1)CN(C(=O)C1(c3ccccc3)CC1)C2	10%[176 µM]
28	CC(=O)NC1CCCCN(C)C1=O (centres undefined)	-11%
29	O=[S+]([O-])(c1ccncc1)c1nnn2c1nc(N1CCCCC1)c1ccccc12	-2%[6.33 µM]
30	COCc1c(C(=O)N2C[C@@H](CO)[C@H](c3ccccn3)C2)noc1C	31%
31	COc1ccc(C(=O)NCc2cccc(C)c2)cc1	-2%
32	Cc1ccc(-n2cccn2)c(CN2CCCC(CCC(=O)Nc3ccccc3F)C2)c1 (centres undefined)	9%
33	Cc1nonc1CN(C)C(=O)C1CC12CCN(C(=O)/C=C/c1cccc(Cl)c1)CC2 (centres undefined)	-3%
34	COc1ccc(C(=O)N[C@@H]2CN(c3ncccn3)C[C@H]2CO)cc1F	51%[activator]
35	CCCNC(=O)C1CCCN1S(=O)(=O)c1cccc2cc(C)cnc12 (centres undefined)	2%
36	CCC(CC)N1CC(Oc2cccc(C(=O)NCC3CC3)c2)C1	41%[activator]
37	c1ccc(C(CNCc2cccnc2)N2CCCC2)cc1 (centres undefined)	6%
38	Cc1ccc(C)c(Oc2coc3cc(OC(=O)C(C)C)ccc3c2=O)c1	-6%
39	OCCC1CN(c2nccc(-c3ccccn3)n2)CCN1Cc1ccoc1 (centres undefined)	25%
40	CC(=O)CC(C)=Nc1ccc(Br)cc1	-8%

# Some of these compounds in order of their number in 12-LOX inh, descending:
no.	smiles	12-LOX inh
30	COCc1c(C(=O)N2C[C@@H](CO)[C@H](c3ccccn3)C2)noc1C	31%
39	OCCC1CN(c2nccc(-c3ccccn3)n2)CCN1Cc1ccoc1 (centres undefined)	25%
35	CCCNC(=O)C1CCCN1S(=O)(=O)c1cccc2cc(C)cnc12 (centres undefined)	2%

# (next part)
cpd	mol	12-LOX inh
41	CN1CCc2c([nH]c3ccccc23)C12CCN(C(=O)c1ccsc1)CC2	3%
42	COc1ccc(-c2noc(-c3cccn3CC(=O)Nc3cc(Cl)c(OC)cc3OC)n2)cc1F	7%
43	C=C(C)Cn1c(SCCC)nc2c1c(=O)n(C)c(=O)n2C	-1%
44	COc1cccc(/C=N/O)c1O	4%
45	CC1CN(Cc2coc(-c3cccc(F)c3)n2)CCO1 (centres undefined)	-1%
46	C1=CC[C@H]2CN(c3nccc(-c4ccccn4)n3)C[C@H]2C1	103%[activator]
47	O=C(N/N=C/c1ccccc1Br)c1csc2ccccc12	-19%
48	CCOc1c(Br)cc(C(=O)OCc2ccc(C#N)cc2)cc1OC	-23%
49	O=C(CC[C@H]1NC(=O)c2ccccc2NC1=O)Nc1nc(-c2ccccn2)cs1	81%[activator]
50	Cc1ccc2oc(-c3ccc(C)c(NC(=O)c4ccc([N+](=O)[O-])o4)c3)nc2c1	2%
51	O=C(c1ccccc1)N1CCC2(CC1)COc1ccccc1CN2	28%[176 µM]
52	COC(=O)C(c1ccccc1)(c1cn(C)c2ccc(OC)cc12)C(Nc1ccccc1)c1ccccc1 (centres undefined)	-13%
53	COc1c2ccoc2nc2c(OC)c(O[C@@H]3O[C@H](C)[C@@H](O)[C@@H](O)[C@H]3O)ccc12	7%
54	O=[N+]([O-])c1ccc(COc2ccccc2CO)cc1	-11%
55	CC(C)CC(=O)N1CCN(c2nnc3ccccn23)CC1	-1%
56	Cc1noc(C)c1-c1cc2c(cc(-c3ccccc3)n2C)c(-c2cnn(C)c2)n1	-21%[176 µM]
57	CC(C(=O)Nc1cccc(C#N)c1)n1nnc(-c2cccc(C(F)(F)F)c2)n1 (centres undefined)	-18%
58	O=S(=O)(c1ccc(Cl)cc1)c1nnn2c1nc(NCc1ccc(F)cc1)c1ccccc12	-1%[6.33 µM]
59	COc1cccc(C(=O)OCc2nc(N)c3ccccc3n2)c1OC	-5%
60	O=C1C(Cl)=C(NCCN2CCOCC2)C(=O)c2ncccc21	u
61	CC1=C[C@@H](CNS(=O)(=O)Cc2ccccc2)[C@H](C(C)C)C[C@H]1CC(=O)NCc1ccccn1	15%
62	CC1(NC(=O)C2CC2)CN(Cc2nc(-c3ccc(Oc4ccccc4)cc3)cs2)C1	15%[176 µM]
63	O=C1CCC(C(=O)O)CC1	-45%
64	Nc1nccnc1C(=O)NCc1ccccc1F	-20%
65	Cc1cccc(C(=O)N2CCN(c3cc(C(F)(F)F)ncn3)CC2)c1	28%
66	CNS(=O)(=O)c1cc(-c2nnc(Nc3ccc(C)cc3C)c3ccccc23)ccc1C	15%
67	C=CCN(Cc1ccc(Cl)s1)C(=O)C1CC1	4%
68	CC1=[N+]([O-])C(c2ccc(Cl)cc2Cl)N(O)C1(C)C (centres undefined)	5%
69	CN1CCN(Cc2ccc(Nc3ncc(-c4cccnc4)c4c3OCC4)cc2)CC1	13%[176 µM]
70	Cc1cc(C(=O)Nc2ccc([C@H]3OCC(=O)N(CC(C)C)[C@@H]3CO)cc2)n(C)n1	85%[activator][176 µM]
71	CN(CC1CCOCC1)C(=O)c1ccccc1	27%
72	Cn1cnc(C(=O)N2CCC3(CC2)CC(N2CCN(c4ccccc4)CC2)CCO3)c1 (centres undefined)	45%
73	Cc1nonc1CN(C)C(=O)c1coc(COc2ccc(F)cc2Cl)n1	59%[activator]
74	CC(NC(=O)c1ccc2c(c1)N(Cc1ccccc1)C(=O)c1ccccc1S2=O)c1ccc2c(c1)OCCO2 (centres undefined)	-1%
75	O=C(NCc1ccc2c(c1)OCO2)C1CCCN(c2nc3ncccc3o2)C1 (centres undefined)	54%[activator]
76	C=CC[C@H]1CC=C[C@H](CC=C)[N+]1(C)C	7.1µM*!
77	COCCOc1cc(-c2noc([C@@H]3CCCN3CC3CC3)n2)ccn1	35%[activator][176 µM]
78	COc1ccc(CNC(=O)C[C@@H]2O[C@H](CNC(=O)c3ccc(C)cc3)[C@@H](O)[C@H]2O)cc1	u
79	COCc1cccc(C(=O)NCc2ccco2)c1	-28%
80	C=CCNc1nc(-c2ccc(CNC(=O)C(C)(C)C)s2)cs1	-27%
81	COc1ccc(CNC(=O)Cc2c(C)c3ccc(OC)c(OC)c3oc2=O)c(OC)c1	u
82	CCC1(C2CCN(Cc3ccoc3)CC2)NC(=O)N(CC2COc3ccccc3O2)C1=O (centres undefined)	8%
83	Cc1ccnc(NC(=O)C2CC(=O)N(c3n[nH]c4ccccc34)C2)c1 (centres undefined)	52%
84	CN(C)c1ccc(SSc2ccc(N(C)C)cc2)cc1	u
85	O=C(/C=C/c1ccc(O)cc1)c1ccc(-c2ccccc2)cc1	42%[activator]
86	CCOc1ccccc1C(=O)NC1CCCN(c2cc(-c3ccc(F)cc3)[nH]n2)C1 (centres undefined)	25%
87	CC(=O)N1CCC2(CC1)C(=O)NCN2Cc1ccc(Cl)cc1	0%[176 µM]
88	CN1C(=O)C2(Cc3ccccc31)CN(C(=O)c1ccc(Cl)cc1)C2	u
89	Cc1cc(NC(=O)CNc2cc(S(=O)(=O)N3CCOCC3)ccc2Oc2ccc(F)cc2)no1	10%
90	COc1ccc(OC)c(CN2CCC3(CC2)COCCN3C(=O)OCc2ccccc2)c1	26%
91	CC(C)N(Cc1nc(-c2ccccc2)no1)C(=O)Cc1ccc(-c2ccccc2)cc1	7%
92	CCc1c(C)sc(NC(=O)c2ccc(Cl)cc2)c1C#N	-65%
93	Nc1ccn([C@@H]2O[C@H](C(=O)N[C@H](Cc3ccccc3)C(=O)N3CCSC3)[C@@H](O)[C@H]2O)c(=O)n1	-2%
94	CC1CCN(C(NC(=O)c2cccs2)C(=O)c2ccccc2)CC1 (centres undefined)	u
95	Cc1ccccc1NC(=O)c1cc(=O)c2ccc(C)c(C)c2o1	-29%
96	COc1ccc(-c2cc(N3CCC(NC(=O)c4cc(Cl)ccc4F)C3)n[nH]2)cc1 (centres undefined)	33%[activator]
97	CN(C)c1nc(NCCN2CCOC2=O)ncc1F	12%
98	O=C(c1ccccc1F)N(Cc1ccc2[nH]ccc2c1)C1CC1	u
99	COc1ccc(-c2c(C)nn3c2NC(=O)CCC3=O)cc1S(=O)(=O)Nc1cccc2c1CCCC2	-10%
100	O=C(Cc1ccc(Cl)cc1)N1CC2CC(C1)[C@H]1CCCC(=O)N1C2 (some centres undefined)	27%

# A second format for part of the listing above.
no.	12-LOX inh	Molecule
92	-65%	CCc1c(C)sc(NC(=O)c2ccc(Cl)cc2)c1C#N
93	-2%	Nc1ccn([C@@H]2O[C@H](C(=O)N[C@H](Cc3ccccc3)C(=O)N3CCSC3)[C@@H](O)[C@H]2O)c(=O)n1
94	u	CC1CCN(C(NC(=O)c2cccs2)C(=O)c2ccccc2)CC1 (centres undefined)
95	-29%	Cc1ccccc1NC(=O)c1cc(=O)c2ccc(C)c(C)c2o1
96	33%[activator]	COc1ccc(-c2cc(N3CCC(NC(=O)c4cc(Cl)ccc4F)C3)n[nH]2)cc1 (centres undefined)

# Continued.
cpd	mol	12-LOX inh
101	O=C(NC1CC2CC1C1CCCC21)c1ccccc1C(F)(F)F (centres undefined)	-21%
102	O=C(NCCn1c(-c2ccc(F)cc2)nc2ccccc21)Nc1cc(F)ccc1F	16%
103	COCCn1c(=O)n([C@H]2CCCN(S(=O)(=O)c3cn(C)cn3)C2)c2ncccc21	35%[activator]
104	CC(C)C(=O)N1c2ccccc2NC2=C(C(=O)CC(C)(C)C2)C1c1cccnc1 (centres undefined)	u
105	Cc1ccc2cccc(NC(=O)COc3ccc(C(C)(C)C)cc3)c2n1	-10%
106	Cc1nn(C)c(C)c1Nc1ccc(S(=O)(=O)NC(C)C)cc1[N+](=O)[O-]	u
107	COc1ccc(C(=O)N2CCC3(C2)C(=NC2CCCC2)NC(=O)N3c2cccc(OC)c2)cc1 (centres undefined)	6%[6.33 µM]
108	CCCN1C(CC(C)C)=NS(=O)(=O)c2cc(NC(=O)c3ccccc3Cl)ccc21	6%
109	CCCCCOc1ccc(C(N)C(=O)OCC)cc1 (centres undefined)	20µM*
110	Cc1nn2c(c1-c1ccccc1-c1ccccc1)N(CC1CC1)CCC2	u
111	COc1ccc(NC(=O)Cn2cccc2-c2nc(-c3ccc(F)cc3)no2)cc1Cl	-9%
112	C=CCN(C)CC[C@@H]1CC[C@H](O)[C@@H](C(=O)NC2CCCCC2)O1	17%[176 µM]
113	O=C(O)C/C(=C/c1ccc(Br)s1)c1nc2ccccc2o1	-31%
114	COc1ccc(NC(=O)c2nn(C)c3c2CCc2sccc2-3)cc1OC	-6%
115	COc1ccc(-n2c(CNC(=O)c3cccc(OC)c3OC)nnc2SC)cc1	21%
116	O=C(NCc1ccccc1)[C@H]1CCCN1C(=O)[C@H]1CCCN1C(=O)c1cccs1	-2%
117	COCCN(C)C[C@@H]1CN(C(=O)c2cccc3c(C)c(C)[nH]c23)C[C@@H]1CO	21%

# Individual results from above.
# COCCn1c(=O)n([C@H]2CCCN(S(=O)(=O)c3cn(C)cn3)C2)c2ncccc21 in 12-LOX inh reads 35%[activator]
# CCCCCOc1ccc(C(N)C(=O)OCC)cc1 (centres undefined) in 12-LOX inh reads 20µM*
# COCCN(C)C[C@@H]1CN(C(=O)c2cccc3c(C)c(C)[nH]c23)C[C@@H]1CO in 12-LOX inh reads 21%
# Cc1ccc2cccc(NC(=O)COc3ccc(C(C)(C)C)cc3)c2n1 in 12-LOX inh reads -10%

# This is a subset; count on the stated rates, not on these rows.
